Screening results (PubChem)
CHRM5 agonist – human M5 muscarinic receptor agonists, primary screen, CHO-K1 cells, Fluo-8 calcium fluorescence; CHO-K1 hM5 cells; 0% DMSO wells, 100% maximal acetylcholine response; AID 624037, 2012; actives 0.19% (n = 360,000); activation, % at 3 µM; Muscarinic acetylcholine receptor M5 (Homo sapiens), P08912;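 active means activation above the run's mean over test compounds plus 3 SD, cut at about 23% in these data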;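 further: signal is peak over basal fluorescence ratio across the kinetic read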
Target sequence (P08912 whole entry, looked up): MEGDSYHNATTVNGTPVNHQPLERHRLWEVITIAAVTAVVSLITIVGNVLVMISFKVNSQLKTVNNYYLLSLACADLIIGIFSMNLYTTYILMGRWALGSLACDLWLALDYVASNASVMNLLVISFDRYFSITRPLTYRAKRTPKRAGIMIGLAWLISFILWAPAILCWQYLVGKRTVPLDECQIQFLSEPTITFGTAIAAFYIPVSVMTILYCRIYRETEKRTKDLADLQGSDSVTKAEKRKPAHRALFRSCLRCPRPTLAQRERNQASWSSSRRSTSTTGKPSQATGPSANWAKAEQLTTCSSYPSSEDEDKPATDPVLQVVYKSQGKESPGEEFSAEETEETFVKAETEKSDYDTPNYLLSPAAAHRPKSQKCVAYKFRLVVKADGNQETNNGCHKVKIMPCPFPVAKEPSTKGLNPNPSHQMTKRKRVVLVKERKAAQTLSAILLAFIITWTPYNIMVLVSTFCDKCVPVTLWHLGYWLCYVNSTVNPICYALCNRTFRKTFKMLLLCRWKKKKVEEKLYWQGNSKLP
CHRM4 antagonist – human M4 muscarinic receptor antagonists, primary screen, CHO cells, Fluo-8 calcium fluorescence | CHO-hM4 cells, ACh EC80 | inhibition, % at 3 µM | actives 0.73% (n = 360,000) | AID 624125, 2012;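 active means inhibition above its plate's cutoff, the mean inhibition of sample wells plus 3 SD, cut at about 27% in these data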;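 further: 0% = acetylcholine EC80 with DMSO and 100% = DMSO without agonist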
Target sequence (P08173 whole entry, looked up): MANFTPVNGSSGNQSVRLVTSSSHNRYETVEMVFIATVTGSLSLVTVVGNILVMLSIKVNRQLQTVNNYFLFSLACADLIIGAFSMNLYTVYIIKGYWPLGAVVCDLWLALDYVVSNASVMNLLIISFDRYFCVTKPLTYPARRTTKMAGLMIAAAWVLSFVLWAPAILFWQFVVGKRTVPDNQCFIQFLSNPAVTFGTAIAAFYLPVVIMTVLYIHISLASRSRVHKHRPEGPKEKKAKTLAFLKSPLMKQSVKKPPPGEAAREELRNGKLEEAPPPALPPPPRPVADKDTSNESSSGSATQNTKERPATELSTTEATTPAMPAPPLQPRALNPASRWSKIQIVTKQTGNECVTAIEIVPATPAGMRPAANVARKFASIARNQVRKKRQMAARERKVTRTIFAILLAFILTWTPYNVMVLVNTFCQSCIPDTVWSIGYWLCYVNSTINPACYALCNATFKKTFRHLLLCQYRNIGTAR
M1 ag parental – counter-screen for M1 agonists: effect in parental CHO-K1 cells; actives 0.48% (n = 360,000); Fluo-8 calcium fluorescence; scaled to maximal ATP response, vehicle zero; AID 602248, 2012; activation, % at 3 µM; in the data active means activation above about 15%;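 further: untransfected CHO-K1 host cells lacking M1 receptor as counterscreen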
M1 PAM parental – nonselective calcium activators in parental CHO-K1 cells, primary screen, counter-screen for M1 PAM project, cell-based, Fluo-8 calcium fluorescence, full deck, 1536-well | ATP EC20; 0% at ATP EC20, 100% at ATP max | activation, % at 3 µM | actives 0.02% (n = 360,000) | AID 602247, 2012;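 active means activation above the run cutoff, the mean activation of all test compounds plus 3 SD, cut at about 40% in these data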;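 further: peak over basal fluorescence ratio in a 140 s read after ATP addition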
CHRM4 PAM – human M4 muscarinic receptor positive allosteric modulators, primary screen, CHO-K1 cells, Fluo-8 calcium fluorescence; Muscarinic acetylcholine receptor M4 (Homo sapiens), P08173; CHO-K1 hM4/Gqi5, ACh EC20; 0% = ACh EC20, 100% = maximal ACh; activation, % at 3 µM; actives 0.4% (n = 360,000);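 active means activation above its plate's cutoff, the mean activation of sample wells plus 3 SD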; further: some results filed as inactive read as strong as hits
CHO-K1 Ca antag – M1 antagonist counterscreen hit in parental CHO-K1 cells; ATP-induced calcium, Fluo-8 fluorescence; inhibition, % at 3 µM; actives 0.6% (n = 360,000); AID 602250;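 active means inhibition above a per-plate cutoff, the plate's mean sample inhibition plus 3 SD, cut at about 24% in these data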;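 further: 0% = DMSO plus EC80 ATP and 100% = DMSO alone without ATP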
CHRM4 agonist – human M4 muscarinic receptor agonists, primary screen, CHO-K1 cells, Fluo-8 calcium fluorescence | Muscarinic acetylcholine receptor M4 (Homo sapiens), P08173 | CHO-K1 hM4/Gqi5; vehicle 0%, full acetylcholine response 100% | activation, % at 3 µM | actives 0.14% (n = 360,000);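 active means activation above the run mean over all test wells plus 3 SD, cut at about 32% in these data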;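 further: peak over basal fluorescence ratio per well then scaled between controls; 0% = DMSO wells and 100% = acetylcholine at EC100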
M5 PAM – human M5 muscarinic receptor positive allosteric modulators, primary screen, CHO-K1 cells, Fluo-8 calcium fluorescence; activation, % at 3 µM; actives 0.3% (n = 360,000); CHO-K1 hM5, ACh EC20 PAM; 0% = ACh EC20, 100% = ACh EC100; AID 624038, 2012;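 active means activation above the run cutoff, the mean activation of all test compounds plus 3 SD, cut at about 18% in these data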
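Measured by: Fluo-8 calcium fluorescence; material: human M5 receptor in CHO-K1 cells; schedule: Post-acetylcholine fluorescence recording 140 s; benchmarks: low control EC20 acetylcholine (0%), high control EC100 acetylcholine (100%); read-out: Max/basal fluorescence ratio as % of EC20–EC100 ACh window; compound: single dose, 3 µM nominal final test concentration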
M5 antag – human M5 muscarinic receptor antagonists, primary screen, CHO cells, Fluo-8 calcium fluorescence; Muscarinic acetylcholine receptor M5 (Homo sapiens), P08912; CHO-hM5 cells, ACh EC80; inhibition, % at 3 µM; actives 0.59% (n = 360,000);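 active means inhibition above a per-plate cutoff, the mean of that plate's test compounds plus 3 SD, cut at about 27% in these data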;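 further: 0% = acetylcholine EC80 with DMSO and 100% = DMSO without agonist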
* hit, by the source's call.

The first two entries, to show the layout:
`CC(C)(C)OC(=O)N1CCC(C(=O)Nc2ccc(C(=O)NCCc3ccccc3)cc2)CC1` gave CHRM5 agonist 2, CHRM4 antagonist -25, M1 ag parental 4.2, M1 PAM parental 18, CHRM4 PAM 8, CHO-K1 Ca antag -5, CHRM4 agonist 6, M5 PAM -10 and M5 antag 1.
For CCn1c(=O)n(C)c2c(=O)n(C)c(=O)n(C)c21 the results were CHRM5 agonist -2, CHRM4 antagonist -10, M1 ag parental -0.1, M1 PAM parental -16, CHRM4 PAM 18, CHO-K1 Ca antag -7, CHRM4 agonist -1, M5 PAM -2 and M5 antag 3.

Main list, from the first entry:
`CC(C)(C)OC(=O)N1CCC(C(=O)Nc2ccc(C(=O)NCCc3ccccc3)cc2)CC1` gave CHRM5 agonist 2, CHRM4 antagonist -25, M1 ag parental 4.2, M1 PAM parental 18, CHRM4 PAM 8, CHO-K1 Ca antag -5, CHRM4 agonist 6, M5 PAM -10 and M5 antag 1.
For CCn1c(=O)n(C)c2c(=O)n(C)c(=O)n(C)c21 the results were CHRM5 agonist -2, CHRM4 antagonist -10, M1 ag parental -0.1, M1 PAM parental -16, CHRM4 PAM 18, CHO-K1 Ca antag -7, CHRM4 agonist -1, M5 PAM -2 and M5 antag 3.
For CSc1nc(SCC(=O)O)c2c3c(sc2n1)COC(C)(C)C3 the results were CHRM5 agonist 2, CHRM4 antagonist 2, M1 ag parental 0.4, M1 PAM parental 8, CHRM4 PAM 4, CHO-K1 Ca antag -10, CHRM4 agonist 1, M5 PAM 1 and M5 antag 3.
`Nc1nnc(-c2cc3ccccc3oc2=O)s1` gave CHRM5 agonist -1, CHRM4 antagonist -3, M1 ag parental 0.2, M1 PAM parental 16, CHRM4 PAM 3, CHO-K1 Ca antag -11, CHRM4 agonist 1, M5 PAM -2 and M5 antag -6.
Screening COc1ccc(C(=O)c2coc3ccc(OC(C)=O)cc23)cc1 returned CHRM5 agonist -4, CHRM4 antagonist 5, M1 ag parental 0.3, M1 PAM parental 3, CHRM4 PAM -7, CHO-K1 Ca antag 12, CHRM4 agonist 3, M5 PAM -10 and M5 antag 29*.
Screening Cc1cc(C)n(CC(=O)c2ccc(Cl)cc2)n1 returned CHRM5 agonist -9, CHRM4 antagonist 1, M1 ag parental 0.4, M1 PAM parental 5, CHRM4 PAM 5, CHO-K1 Ca antag -13, CHRM4 agonist 2, M5 PAM -1 and M5 antag 4.
For Cc1ccc(/C=C2/Sc3ccccc3N(CC(=O)NCCCOC(C)C)C2=O)cc1 the results were CHRM5 agonist -2, CHRM4 antagonist 5, M1 ag parental 2.6, M1 PAM parental 19, CHRM4 PAM -14, CHO-K1 Ca antag -1, CHRM4 agonist 5, M5 PAM -4 and M5 antag 7.
Cc1onc(-c2ccccc2Cl)c1C(=O)Nc1cccc(S(=O)(=O)NC2=NCCC2)c1 was read as CHRM5 agonist 1, CHRM4 antagonist 0, M1 ag parental 0.3, M1 PAM parental -11, CHRM4 PAM -11, CHO-K1 Ca antag -1, CHRM4 agonist 2, M5 PAM -4 and M5 antag 3.
For CC(C)c1ccc(NC2CCCN(C(=O)CCCn3cncn3)C2)cc1 (configuration not stated) the results were CHRM5 agonist -3, CHRM4 antagonist -9, M1 ag parental 1.1, M1 PAM parental -2, CHRM4 PAM 6, CHO-K1 Ca antag -6, CHRM4 agonist 2, M5 PAM -5 and M5 antag 8.
COc1cc(C(=O)NCCCNc2nc3c(C)cc(C)cc3cc2C#N)cc(OC)c1OC was read as CHRM5 agonist -5, CHRM4 antagonist -7, M1 ag parental 0.4, M1 PAM parental 31, CHRM4 PAM 1, CHO-K1 Ca antag -26, CHRM4 agonist 1, M5 PAM 4 and M5 antag 9.
`CC(C)Sc1oc(-c2ccco2)nc1S(=O)(=O)c1ccccc1` gave CHRM5 agonist 4, CHRM4 antagonist 5, M1 ag parental 0.1, M1 PAM parental 10, CHRM4 PAM 2, CHO-K1 Ca antag -7, CHRM4 agonist 1, M5 PAM 5 and M5 antag -3.
Screening COCCCN1C(=O)C(CC(=O)NCc2cccc3ccccc23)CC(C(=O)N2CCOCC2)=C1C (configuration not stated) returned CHRM5 agonist 3, CHRM4 antagonist 3, M1 ag parental 0.7, M1 PAM parental 20, CHRM4 PAM -4, CHO-K1 Ca antag 6, CHRM4 agonist 1, M5 PAM 1 and M5 antag 3.
COCCCNC(=O)C1=CCN(S(=O)(=O)c2ccc(C)cc2)CC1 was read as CHRM5 agonist -2, CHRM4 antagonist 3, M1 ag parental 4.1, M1 PAM parental 10, CHRM4 PAM -3, CHO-K1 Ca antag -10, CHRM4 agonist 12, M5 PAM -8 and M5 antag 9.
CC1CCC(NC(=O)Cn2ncc3ccccc32)CC1 (configuration not stated) was read as CHRM5 agonist 3, CHRM4 antagonist -5, M1 ag parental -0.2, M1 PAM parental -2, CHRM4 PAM 5, CHO-K1 Ca antag 12, CHRM4 agonist 1, M5 PAM -2 and M5 antag -1.
For O=C(NCc1ccccc1Cl)C1CCN(S(=O)(=O)N2CCCCCC2)CC1 the results were CHRM5 agonist 3, CHRM4 antagonist 4, M1 ag parental 3.7, M1 PAM parental 4, CHRM4 PAM -3, CHO-K1 Ca antag 0, CHRM4 agonist 6, M5 PAM -5 and M5 antag -3.
COc1cc2c(-c3ccc4c(c3)OCO4)c(-c3ccsc3)oc(=O)c2cc1OC was read as CHRM5 agonist -2, CHRM4 antagonist 5, M1 ag parental 0.1, M1 PAM parental 11, CHRM4 PAM 1, CHO-K1 Ca antag -13, CHRM4 agonist 0, M5 PAM 1 and M5 antag 12.
For O=C(NC1=NCCS1)c1cc(-c2cccc(Br)c2)nc2ccccc12 the results were CHRM5 agonist -1, CHRM4 antagonist 8, M1 ag parental 3.3, M1 PAM parental 14, CHRM4 PAM -5, CHO-K1 Ca antag 1, CHRM4 agonist 7, M5 PAM -7 and M5 antag 10.
For CN(CCOc1ccccc1)C(=O)C1CCC(=O)N(CCc2ccc(Cl)cc2)C1 (configuration not stated) the results were CHRM5 agonist -1, CHRM4 antagonist -5, M1 ag parental 2.2, M1 PAM parental -6, CHRM4 PAM 2, CHO-K1 Ca antag 2, CHRM4 agonist 4, M5 PAM 0 and M5 antag -11.
`O=C(NN1CCN(Cc2ccccc2)CC1)c1ccc(N2CCOCC2)c([N+](=O)[O-])c1` gave CHRM5 agonist 0, CHRM4 antagonist 5, M1 ag parental 1.1, M1 PAM parental 20, CHRM4 PAM -5, CHO-K1 Ca antag -23, CHRM4 agonist 1, M5 PAM 8 and M5 antag 1.
Screening COc1ccc(S(=O)(=O)N2CCCCC2)cc1C(C)C returned CHRM5 agonist -4, CHRM4 antagonist -5, M1 ag parental -0.1, M1 PAM parental 20, CHRM4 PAM -3, CHO-K1 Ca antag -15, CHRM4 agonist -2, M5 PAM -6 and M5 antag -3.
COCCNC(=O)CN(c1ccc(F)cc1)S(=O)(=O)c1ccc2c(c1)OCCO2 was read as CHRM5 agonist 0, CHRM4 antagonist -7, M1 ag parental 0.3, M1 PAM parental -8, CHRM4 PAM 0, CHO-K1 Ca antag 0, CHRM4 agonist 1, M5 PAM -1 and M5 antag 3.
O=C(O)CCCCCCCCc1cn(Cc2ccc(C(=O)c3ccccc3)cc2)nn1 was read as CHRM5 agonist 4, CHRM4 antagonist 4, M1 ag parental 1.9, M1 PAM parental 13, CHRM4 PAM 6, CHO-K1 Ca antag -16, CHRM4 agonist 2, M5 PAM 10 and M5 antag 1.
Screening C/C=C\C=C/C(=O)Nc1cccc(C2=NOC3(C2)C[C@H](C(N)=O)N(C(=O)c2ccc(OC)cc2)C3)c1 (some centres not stated) returned CHRM5 agonist 2, CHRM4 antagonist -1, M1 ag parental -0.3, M1 PAM parental -9, CHRM4 PAM 2, CHO-K1 Ca antag 1, CHRM4 agonist 2, M5 PAM 0 and M5 antag 14.
`C=CCNS(=O)(=O)c1cc(S(=O)(=O)NCC=C)c(OC)cc1OC` gave CHRM5 agonist 1, CHRM4 antagonist 8, M1 ag parental -0.3, M1 PAM parental -7, CHRM4 PAM -11, CHO-K1 Ca antag 17, CHRM4 agonist 0, M5 PAM -5 and M5 antag 7.
`CCCCC[C@@H](C)N1C[C@@H](COCc2ccccc2)Oc2cc(N3CCC[C@H]3COC)ccc2S1(=O)=O` gave CHRM5 agonist -2, CHRM4 antagonist -10, M1 ag parental 1.3, M1 PAM parental -5, CHRM4 PAM -3, CHO-K1 Ca antag -32, CHRM4 agonist 1, M5 PAM -3 and M5 antag -6.
`CC(C)(C)NC(=O)C(c1cccs1)N(Cc1ccco1)C(=O)c1csnn1` (configuration not stated) gave CHRM5 agonist -2, CHRM4 antagonist -6, M1 ag parental -0.1, M1 PAM parental 2, CHRM4 PAM -6, CHO-K1 Ca antag -5, CHRM4 agonist 3, M5 PAM 2 and M5 antag 7.
For CCC(NCc1cccnc1)c1ccc(OC)c(OC)c1 (configuration not stated) the results were CHRM5 agonist 4, CHRM4 antagonist -9, M1 ag parental 0.4, M1 PAM parental 24, CHRM4 PAM -4, CHO-K1 Ca antag -12, CHRM4 agonist 1, M5 PAM 17 and M5 antag -14.
Screening CCOC(=O)CSC(CC)C(=O)Nc1nnc(CC)s1 (configuration not stated) returned CHRM5 agonist -1, CHRM4 antagonist -12, M1 ag parental 0.1, M1 PAM parental 16, CHRM4 PAM -1, CHO-K1 Ca antag -11, CHRM4 agonist 0, M5 PAM 2 and M5 antag -4.
For Cc1cc(Nc2cccc([N+](=O)[O-])c2)c2ccccc2n1 the results were CHRM5 agonist -6, CHRM4 antagonist 12, M1 ag parental 13, M1 PAM parental 23, CHRM4 PAM -16, CHO-K1 Ca antag -8, CHRM4 agonist 3, M5 PAM -11 and M5 antag 1.
Screening CS/C(=N/S(=O)(=O)c1ccc(C)cc1)c1ccccc1 returned CHRM5 agonist 1, CHRM4 antagonist -7, M1 ag parental -0.1, M1 PAM parental 5, CHRM4 PAM 24*, CHO-K1 Ca antag 2, CHRM4 agonist 2, M5 PAM 9 and M5 antag -3.
Screening CCOC(=O)c1c(C)n(C)c2ccc(OC)c(NC(=O)CN3CCC(C(=O)OCC)CC3)c12 returned CHRM5 agonist 4, CHRM4 antagonist 4, M1 ag parental 0.4, M1 PAM parental 17, CHRM4 PAM -18, CHO-K1 Ca antag -5, CHRM4 agonist 1, M5 PAM -7 and M5 antag 8.
COc1ccc(NC(=O)CSc2nnc(CC(=O)Nc3ccc(F)cc3)n2C)cc1 was read as CHRM5 agonist 0, CHRM4 antagonist -7, M1 ag parental 2.2, M1 PAM parental 25, CHRM4 PAM 9, CHO-K1 Ca antag -20, CHRM4 agonist 0, M5 PAM 4 and M5 antag 10.
Nn1c(COc2cccc(Br)c2)nnc1SCC(=O)N1CCc2ccccc2C1 was read as CHRM5 agonist -3, CHRM4 antagonist -1, M1 ag parental -0.2, M1 PAM parental -2, CHRM4 PAM -4, CHO-K1 Ca antag 1, CHRM4 agonist 2, M5 PAM -7 and M5 antag 4.
For CCOC(=O)c1[nH]c2c(OCC)nc(OCC)nc2c1Br the results were CHRM5 agonist 2, CHRM4 antagonist -11, M1 ag parental 0.7, M1 PAM parental 15, CHRM4 PAM 6, CHO-K1 Ca antag -12, CHRM4 agonist 1, M5 PAM -1 and M5 antag 3.
